H9c2 TAG inh: triacylglycerol accumulation inhibition; H9c2 cells, Nile Red lipid (TAG) fluorescence; cells loaded with 200 µM oleic acid; inhibition, % at 12.5 µM; 230,000 compounds, 0.66% hits; AID 651582;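 active = pattern-corrected inhibition of lipid staining of at least 50% with the nuclear-stain viability signal not falling by more than 50%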;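 note: 0% = DMSO wells and 100% = triacsin C control wells; some results filed as inactive read as strong as hits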
H9c2 TAG inh DAPI viability: recorded beside H9c2 TAG inh, whose call it bears; DAPI nuclei signal change (viability), lower = more cytotoxic, %;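 whole-well DAPI fluorescence read on a plate reader as a viability signal; minus 50 percent equals half of cells still viable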
* hit, by the source's call. The list is partial. The share of hits here may be higher or lower than overall.

The line under a structure holds: H9c2 TAG inh DAPI viability	H9c2 TAG inh
OC1CCCN(c2c3c(nc4cc(-c5cccc(F)c5)nn24)CCCC3)C1 (stereo not given)
    29.0	1.5
CC(C)(C)NC(=O)C(c1ccc(O)cc1)N(C(=O)Cn1nnc(-c2ccc(F)cc2)n1)c1ccccc1F (stereo not given)
    -4.6	-1.0
COc1ccc(N(C)C(=O)c2ccc3nc(-c4ccccc4)c(-c4ccccc4)nc3c2)cc1
    2.4	-1.7
CCCCNC(=O)CSc1nnc(NC(C)=O)s1
    -0.3	2.5
Cc1cccc(C)c1NC(=O)CNC(=O)c1ccc(N2CCOCC2)c([N+](=O)[O-])c1
    -4.1	9.4
COc1cccc(CN(C)C(=O)c2ccc(S(=O)(=O)Nc3cccc(C)c3C)cc2)c1OC
    40.2	-9.2
CCC1CCCCN1C(=O)CCCOc1ccccc1 (stereo not given)
    4.0	-9.8
CC(C)Oc1ccc(CN2CCC(n3nccc3NC(=O)C3CC3)CC2)cc1
    1.5	3.5
Cc1ccc(C(=O)N2CCN(S(=O)(=O)c3ccccc3[N+](=O)[O-])CC2)o1
    -3.6	10.0
CCC1(CC)NC(=O)N(CC(=O)N2CCN(S(=O)(=O)c3cccc(F)c3)CC2)C1=O
    1.7	-3.0
Cc1ccc(S(=O)(=O)N2CCN(C(=O)COC(=O)c3oc4ccccc4c3C)CC2)cc1
    2.5	-5.8
CCN1CCCC1CN(Cc1cc2ccc(C)cc2[nH]c1=O)C(=S)Nc1ccccc1C(=O)OC (stereo not given)
    25.3	16.4
CC(C)(C)c1ccc(S(=O)(=O)N2CCN(Cc3cc4c(cc3O)OCO4)CC2)cc1
    -4.6	0.3
Cc1nc(N2CCN(S(=O)(=O)c3ccc(F)cc3)CC2)c2c(-c3cccs3)csc2n1
    8.8	-3.1
COc1cccc(C(=O)Nc2ccccc2)c1
    -4.8	15.3
CCNc1nc(NCC)nc(NS(=O)(=O)c2ccc(N)cc2)n1
    1.3	-4.3
C=CCn1cnc2c(sc3nc(C)cc(C)c32)c1=O
    2.8	4.4
COCCNC(=O)NC(=O)COC(=O)C1(c2ccc(Cl)cc2)CC1
    -1.0	8.7
CCOC(=O)c1ccc(NC(=O)CSc2nnnn2C2CCCCC2)cc1
    -0.8	13.4
Cc1ccc(S(=O)(=O)N(C)CC(=O)N2CCCc3ccccc32)cc1
    -8.7	-18.3
CCN(CC)Cc1c(O)ccc2c([N+](=O)[O-])c(C)n(-c3ccc(OC)cc3)c12
    -10.7	7.5
CC(C)c1ccc(S(=O)(=O)N2CCC(C(=O)NCC3(N(C)C)CCCCC3)CC2)cc1
    -31.2	-10.7
O=C(c1cnn2c(C(F)F)cc(C3CC3)nc12)N1CCOCC1
    -1.8	-12.1
CCCC(c1nnnn1CC1CCCO1)N1CCN(c2nc3ccccc3s2)CC1 (stereo not given)
    -9.7	18.0
Nn1c(SCc2ccc(F)cc2)nnc1-c1ccncc1
    -0.6	-7.0
O=C(NCc1cccs1)C12CC3CC(CC(C3)C1)C2
    8.1	-6.6
COC(=O)C1=C(C)NC(C)=C(C(=O)OC)C1C(=O)OCC(=O)c1ccc(F)cc1
    -12.1	-6.4
Cc1ccc(-n2cc(CNCCN3CCOC3=O)c(-c3ccc(F)cc3)n2)cc1
    11.4	-2.1
CCN(CCN(C)C)C(=O)c1ccc2nc(C)c(N(C)C(=O)CCc3ccccc3)n2c1
    -8.6	1.9
CSCCC(NC(=O)c1ccccc1Cl)C(=O)OCC(=O)N1CCCC1=O (stereo not given)
    -5.3	13.9
O=C(c1ccc(Cl)c(S(=O)(=O)N2CCCCCC2)c1)N1CCN(c2ccccc2O)CC1
    -4.1	-6.8
CC(=O)Nc1cccc(-c2ccnc3c2CC(C(=O)Nc2cccc(NS(C)(=O)=O)c2)O3)c1 (stereo not given)
    -4.0	1.1
COc1ccc(-c2nnc(SCC(=O)N/N=C/c3ccccc3C(=O)O)n2-c2ccccc2)cc1
    8.0	-5.2
O=c1[nH]nc(-c2n[nH]c(=O)o2)o1
    6.3	-6.0
COc1ccc(CC(=O)NCc2ccccc2)cc1OC
    -0.4	-13.2
Cc1cccc(C)c1OCCCN1CCCC1
    -5.8	11.6
Oc1c(Br)cc(Cl)cc1C=Nc1ccccc1Br
    -2.2	-10.1
COC(=O)C1Sc2[nH]c(=O)sc2C(c2ccc(Cl)cc2)C1C(=O)OC (stereo not given)
    18.6	-3.5
CCCNC(=O)C1(C)CCN(Cc2cc(-c3ccccc3)on2)C1 (stereo not given)
    15.0	-9.4
CC(C)CC1C(=O)N(Cc2cn(CCC3OCCCO3)nn2)CCS(=O)(=O)N1Cc1ccc(-c2ccccc2)cc1 (stereo not given)
    -12.5	3.2
COCCNC(=O)CSc1nc2ccccc2c2nc(C)nn12
    7.5	-0.8
O=C(NCc1cccnc1)c1ccc(COc2cccc3ccccc23)o1
    -13.4	28.7
Cc1ccc(-c2ccc3nnc(SCC(=O)NCC4CCCO4)n3n2)cc1 (stereo not given)
    -7.8	6.4
COc1ccc(C2=NNC(c3cccnc3)=Nc3ccccc32)cc1
    11.1	-8.2
N#Cc1nc(-c2cccs2)oc1NCc1ccc(Cl)cc1
    6.4	14.2

An excerpt of these results, in markdown:
| compound | H9c2 TAG inh DAPI viability | H9c2 TAG inh |
| --- | --- | --- |
| CCCC(c1nnnn1CC1CCCO1)N1CCN(c2nc3ccccc3s2)CC1 (stereo not given) | -9.7 | 18.0 |
| Nn1c(SCc2ccc(F)cc2)nnc1-c1ccncc1 | -0.6 | -7.0 |
| O=C(NCc1cccs1)C12CC3CC(CC(C3)C1)C2 | 8.1 | -6.6 |
| COC(=O)C1=C(C)NC(C)=C(C(=O)OC)C1C(=O)OCC(=O)c1ccc(F)cc1 | -12.1 | -6.4 |
| Cc1ccc(-n2cc(CNCCN3CCOC3=O)c(-c3ccc(F)cc3)n2)cc1 | 11.4 | -2.1 |
| CCN(CCN(C)C)C(=O)c1ccc2nc(C)c(N(C)C(=O)CCc3ccccc3)n2c1 | -8.6 | 1.9 |
| CSCCC(NC(=O)c1ccccc1Cl)C(=O)OCC(=O)N1CCCC1=O (stereo not given) | -5.3 | 13.9 |
| O=C(c1ccc(Cl)c(S(=O)(=O)N2CCCCCC2)c1)N1CCN(c2ccccc2O)CC1 | -4.1 | -6.8 |
| CC(=O)Nc1cccc(-c2ccnc3c2CC(C(=O)Nc2cccc(NS(C)(=O)=O)c2)O3)c1 (stereo not given) | -4.0 | 1.1 |
| COc1ccc(-c2nnc(SCC(=O)N/N=C/c3ccccc3C(=O)O)n2-c2ccccc2)cc1 | 8.0 | -5.2 |
| O=c1[nH]nc(-c2n[nH]c(=O)o2)o1 | 6.3 | -6.0 |
| COc1ccc(CC(=O)NCc2ccccc2)cc1OC | -0.4 | -13.2 |
| Cc1cccc(C)c1OCCCN1CCCC1 | -5.8 | 11.6 |
| Oc1c(Br)cc(Cl)cc1C=Nc1ccccc1Br | -2.2 | -10.1 |
| COC(=O)C1Sc2[nH]c(=O)sc2C(c2ccc(Cl)cc2)C1C(=O)OC (stereo not given) | 18.6 | -3.5 |
| CCCNC(=O)C1(C)CCN(Cc2cc(-c3ccccc3)on2)C1 (stereo not given) | 15.0 | -9.4 |
| CC(C)CC1C(=O)N(Cc2cn(CCC3OCCCO3)nn2)CCS(=O)(=O)N1Cc1ccc(-c2ccccc2)cc1 (stereo not given) | -12.5 | 3.2 |
| COCCNC(=O)CSc1nc2ccccc2c2nc(C)nn12 | 7.5 | -0.8 |
| O=C(NCc1cccnc1)c1ccc(COc2cccc3ccccc23)o1 | -13.4 | 28.7 |

The main list resumes, starting two compounds before the break.
The line under a structure holds: H9c2 TAG inh DAPI viability	H9c2 TAG inh
COc1ccc(C2=NNC(c3cccnc3)=Nc3ccccc32)cc1
    11.1	-8.2
N#Cc1nc(-c2cccs2)oc1NCc1ccc(Cl)cc1
    6.4	14.2
COc1ccc(C2C3=C(CCCC3=O)Nc3ccc4ncccc4c32)cc1OC (stereo not given)
    1.2	2.8
Cc1c(C(=O)NCc2cccnc2)sc2nc(-c3ccc(F)cc3)cn12
    1.3	-4.6
COc1ccc(CN2CCCC(C(=O)c3ccc(Cl)cc3)C2)cc1Cn1cncn1 (stereo not given)
    13.4	1.6
O=Cc1cn(-c2ccccc2)nc1-c1cccnc1
    -27.1	26.0
Cc1cc(C)n2nc(SCc3ccccc3)nc2n1
    10.3	-15.6
CCN(CC(=O)Nc1cc(Cl)ccc1C)C(=O)CSCc1ccc(C)cc1
    -8.8	13.9
CN1c2ccccc2C(C)(C)C12C=Nc1c(cc(N3CCOCC3)c3ccccc13)O2 (stereo not given)
    -2.8	33.2
COCCN(C(=S)Nc1ccc(OC)c(Cl)c1)C1CCN(C(C)C)CC1
    4.1	-6.2
Cc1oc2ccc(OCc3ccccc3F)cc2c1C(=O)O
    1.0	-0.5
Cc1cccc(NC(=S)NC2CC3CCCC(C2)N3CC(C)C)c1C (stereo not given)
    15.1	-10.7
CCOc1ccc(N2C(=O)CC(NCc3ccc(F)cc3)C2=O)cc1 (stereo not given)
    -6.7	8.8
C=CCn1c(=O)c(C(=O)NCc2ccccc2Cl)c(O)c2ccccc21
    1.0	-3.2
COC(=O)CNc1c(-c2ccccc2)nc2ccc(Br)cn12
    -2.0	-7.8
O=C(Nc1nc2nccc(-c3ccccc3)n2n1)c1ccccc1
    0.5	4.7
CN1N=C(C(=O)Nc2ccc3c(c2)CCC3)CCC1=O
    -0.1	7.9
O=C(O)c1cccnc1SCC(=O)N1CCCc2ccccc21
    2.3	-3.3
COc1ccc(NC(=O)c2ccc(NC(=O)C3CC3)cc2)cc1
    -2.2	0.4
COc1cccc(CN(C)CC(=O)N2CCN(S(=O)(=O)c3ccccc3)CC2)c1
    1.1	2.1
CCC1=C(OC(=O)N(CC)CC)N2C(=O)OC(=NCc3ccccc3)[C@]2(C)[C@H]2C1=CC[C@H]1C(=O)N(c3ccccc3)C(=O)[C@H]12
    -3.4	-8.7
CCN(CC)S(=O)(=O)c1ccc(OC)c(NS(=O)(=O)c2ccc(F)cc2)c1
    9.6	-2.6
CCC1(c2ccccc2)CN(C)C1=O (stereo not given)
    -1.1	-10.0
COc1ccc(Br)c(OC)c1C(=O)NC(=O)Nc1nc(C)cc(C)n1
    -4.7	-11.0
O=C(Nc1ccc2oc(-c3ccncc3)nc2c1)c1ccc2c(c1)OCO2
    13.8	-0.6
CC(=O)C(Cc1ccccc1)NC(=O)COC(=O)c1cc(S(=O)(=O)N2CCOCC2)ccc1F (stereo not given)
    4.8	5.0
CCN1C[C@@H]2[C@@H]3C(=O)N(C)C(=O)[C@@H]3[C@](C)(C1=O)N2C(=O)c1ccc(C)cc1
    9.5	-2.4
COc1ccc(CCN2CC(C(=O)OC(C)C(=O)Nc3ccc(NC(C)=O)cc3)CC2=O)cc1OC (stereo not given)
    -3.9	14.4
CN(C)/C=C/C(=O)c1nn(-c2ccc(F)cc2)ccc1=O
    -3.2	2.7
O=[N+]([O-])c1ccc(N2CCN(S(=O)(=O)c3ccccc3)CC2)cc1NCc1cccnc1
    6.1	-8.2
CSCCC(NC(=O)COc1ccccc1)C(=O)O (stereo not given)
    4.5	-12.3
COc1ccc(C(C)NC(=O)C2C(=O)NC3(C)CC2c2ccccc2O3)cc1 (stereo not given)
    9.5	3.0
Nc1ccccc1C(=O)N1O[C@@H]2C=C[C@H]1CC2
    -2.9	-1.5
CC1CC(C)CN(S(=O)(=O)c2ccc(NC(=O)C3COc4ccccc4O3)cc2)C1 (stereo not given)
    -13.8	-25.0
COc1ccc(C2C3=C(OC(C)=O)c4ccccc4C3=Nc3c2c(=O)n(C)c(=O)n3C)cc1 (stereo not given)
    12.7	16.0
COc1ccc(C)cc1NC(=O)NNS(=O)(=O)c1ccc(NC(C)=O)cc1
    3.3	6.2
COC(=O)c1cc(C#N)c(Oc2ccc(F)cc2)nc1C
    -15.6	-2.9
O=C(O)CCN1C(=O)CC2(CCCCC2)C1=O
    -2.4	-7.3
CC(C)C[C@@H](CN)NC(=O)c1nc[nH]c1C(=O)N[C@@H](C)C(=O)CNC[C@H](C)NC(=O)c1nc[nH]c1C(=O)N[C@@H](CC(=O)O)C(=O)O
    6.5	2.4
CCOC(=O)Cc1csc(NC(=O)CCC(=O)O)n1
    -4.3	1.3
COCC(=O)Nc1nc(-c2ccc(-c3ccccc3)cc2)cs1
    3.5	2.6
CC1(C)Cc2c(sc3nc(NCCN4CCOCC4)n4ncnc4c23)CO1
    -6.9	-1.5
COc1ccc2[nH]cc(CCNC(=O)C3CCCCC3)c2c1
    -5.5	-13.0
Cc1ccc(-c2nn(CC(=O)Nc3cccnc3)c(=O)c3ccccc23)cc1
    -24.7	21.0
O=C(NCc1ccccc1)c1cccc(NC(=O)C2CCC2)c1
    -7.6	10.4
C=CCOC(=O)C1=C[C@@H](c2ccc(Br)cc2)[C@H](CCCO)[C@@H](OCC)O1
    -3.9	12.5
CCc1ccccc1NC(=O)CNC(=O)CNC(=O)C1CCCCC1
    -0.4	2.6
CN1C(C(=O)NCc2cccc(C(F)(F)F)c2)CC2Cn3c(nc4ccccc43)C21 (stereo not given)
    -4.2	12.6
O=S(=O)(Nc1ccccc1)C1CCCCC1
    11.4	-4.6
COc1ccc(C(=O)NCc2c(C)oc(C)c2C(=O)O)cc1
    3.4	-2.6
CCN(Cc1ccccc1)S(=O)(=O)c1cc2[nH]c(=O)c(=O)[nH]c2cc1C
    4.7	5.6
Cn1c(=O)n(C)c2cc(S(=O)(=O)O)ccc21
    -5.9	3.5

From PubChem BioAssay
